PfGluPho inh: PfG6PD enzyme inhibitors, primary screen, biochemical, fluorescence intensity, uHTS; glucose-6-phosphate dehydrogenase-6-phosphogluconolactonase (Plasmodium falciparum 3D7); PfGluPho enzyme, NADPH resazurin-diaphorase fluorescence; inhibition, % at 20 µM; hit rate 0.78% among 350,000; AID 504690, 2011;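 active = inhibition reaching at least a set limit at 20 µM in the primary screen, cut at about 59% in these data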;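 also: 0% = DMSO wells with substrate and 100% = DMSO wells lacking glucose-6-phosphate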
SENP7 inh: SENP7 protease inhibitors, primary screen, biochemical, luminescence, uHTS; recombinant SENP7, Z-RLRGG-aminoluciferin luminescence, 40 min; Sentrin-specific protease 7 (Homo sapiens), Q9BQF6; AID 434973, 2010; hit rate 1.5% among 330,000; inhibition, % at 5 µM;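 active = inhibition above about 50% at the single test dose, limit read from the data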;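 also: plate controls were DMSO with enzyme for no effect and no enzyme buffer wells for full effect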
SENP8 block-1: human SENP8 protease inhibitors, primary screen, biochemical, fluorescence, Nedd8 protein substrate, uHTS | AID 602440, 2012 | hit rate 0.64% among 360,000 | recombinant SENP8 | inhibition, % at 20 µM; in the data active = inhibition mostly above about 40%, no sharp cut-off; inactive = mostly below about 27%
Target sequence (Q96LD8 whole entry, looked up): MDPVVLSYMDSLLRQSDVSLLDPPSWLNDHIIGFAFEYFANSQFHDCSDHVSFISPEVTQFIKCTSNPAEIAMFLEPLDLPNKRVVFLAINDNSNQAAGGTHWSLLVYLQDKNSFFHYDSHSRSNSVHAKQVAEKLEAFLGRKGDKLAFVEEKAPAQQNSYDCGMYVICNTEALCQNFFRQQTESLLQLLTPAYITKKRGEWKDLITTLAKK
SENP8 block-2: SENP8 protease inhibitors, primary screen, biochemical, luminescence; inhibition, % at 10 µM; AID 2540, 2010; purified SENP8, Z-RLRGG-aminoluciferin cleavage; hit rate 1.2% among 330,000; in the data active = inhibition above about 50%
SENP1 FRET inh: human SENP1 catalytic domain inhibitors, primary screen, biochemical, FRET, uHTS | Sentrin-specific protease 1 (Homo sapiens), Q9P0U3 | hit rate 0.21% among 360,000 | inhibition, % at 10 µM | recombinant SENP1 catalytic domain, CyPet-SUMO1-YPet FRET cleavage;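 active = inhibition at least 30% at 10 µM, raw YFP signal under a set limit, fluorescence ratio 0.5 to 1.5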;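 also: 0% = enzyme with DMSO and 100% = no enzyme wells; some results filed as inactive read as strong as hits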
Target sequence (Q9P0U3 419-644 limits assumed): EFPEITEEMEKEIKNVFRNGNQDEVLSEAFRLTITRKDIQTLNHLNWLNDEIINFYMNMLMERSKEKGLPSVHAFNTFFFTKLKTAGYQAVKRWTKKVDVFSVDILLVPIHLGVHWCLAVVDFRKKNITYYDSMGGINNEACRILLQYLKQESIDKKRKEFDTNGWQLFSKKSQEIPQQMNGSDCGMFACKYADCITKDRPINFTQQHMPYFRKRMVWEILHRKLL
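Controls: no-enzyme wells low, DMSO-plus-enzyme wells high control. Test system: human recombinant His6-tagged SENP1 catalytic domain enzyme. Reagent: SFCypet-SUMO1-SFYpet FRET protein substrate, 25 nM final. Doses: one dose per compound, 10 µM, 0.5% DMSO. Detection: FRET, CFP and YFP emission. Timing: 50 min reaction at room temperature.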
Apaf1 inhib: inhibitors of human Apaf-1 apoptosome, primary screen, biochemical, DEVD-Rh110 fluorescence, uHTS; inhibition, % at 20 µM; reconstituted apoptosome caspase-3 activity; Apoptotic protease-activating factor 1 (Homo sapiens), O14727; hit rate 0.71% among 330,000; AID 489030, 2010; active = inhibition of at least 40% at 20 µM;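 also: plate controls were DMSO wells for no effect and DEVD-CHO caspase inhibitor wells for full effect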
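Assay system – apoptosome proteins · Medium – Hepes buffer, pH 7.5 · Also added – cytochrome c with DEVD-Rh110 · Timing – 30 min compound preincubation, 50 min activation, room temperature · Detection – Rh110 fluorescence, excitation 480 nm, emission 540 nm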
NALP3 yeast inh: NALP3 inflammasome inhibitors in reconstituted yeast, primary screen, luminescence, uHTS. inhibition, % at 10 µM. hit rate 0.39% among 330,000. Yeast reconstituted NLRP3/ASC/caspase-1, beta-gal luminescence, 24 h;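 active = inhibition of 50% or more; inactive = inhibition below 50%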;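 also: plate controls were induced DMSO wells for no effect and uninduced yeast grown without galactose for full effect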
HKDC1 inh: HKDC1 hexokinase inhibitors, primary screen, biochemical, fluorescence, uHTS; inhibition, % at 20 µM; Q2TB90; recombinant HKDC1, G6PDH/diaphorase resazurin coupled fluorescence; AID 493160, 2011; hit rate 0.16% among 340,000;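 active = inhibition above about 35% when tested at 20 µM, limit read from the data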;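 also: plate controls were DMSO wells with enzyme for no effect and DMSO wells lacking enzyme for full effect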
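System: Recombinant HKDC1 hexokinase | Amount: HKDC1 at 5 µg/mL | Reagent: Glucose with 1 mM ATP | Doses: Single 20 µM dose | Incubation: Reaction time 90 min, room temperature, protected from light | Signal: Coupled resazurin fluorescence, excitation 525 nm, emission 613 nm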
SENP6 block: SENP6 protease inhibitors, primary screen, biochemical, luminescence, uHTS; Recombinant SENP6 catalytic domain, aminoluciferin luminescence; inhibition, % at 10 µM; AID 2599, 2010; hit rate 1.8% among 330,000; Sentrin-specific protease 6 (Homo sapiens), Q9GZR1;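 active = inhibition above about 50% at the single tested dose, limit read from the data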;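 also: plate controls were DMSO wells with enzyme for no effect and DMSO wells lacking enzyme for full effect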
Target sequence (Q9GZR1 628-1112 limits assumed): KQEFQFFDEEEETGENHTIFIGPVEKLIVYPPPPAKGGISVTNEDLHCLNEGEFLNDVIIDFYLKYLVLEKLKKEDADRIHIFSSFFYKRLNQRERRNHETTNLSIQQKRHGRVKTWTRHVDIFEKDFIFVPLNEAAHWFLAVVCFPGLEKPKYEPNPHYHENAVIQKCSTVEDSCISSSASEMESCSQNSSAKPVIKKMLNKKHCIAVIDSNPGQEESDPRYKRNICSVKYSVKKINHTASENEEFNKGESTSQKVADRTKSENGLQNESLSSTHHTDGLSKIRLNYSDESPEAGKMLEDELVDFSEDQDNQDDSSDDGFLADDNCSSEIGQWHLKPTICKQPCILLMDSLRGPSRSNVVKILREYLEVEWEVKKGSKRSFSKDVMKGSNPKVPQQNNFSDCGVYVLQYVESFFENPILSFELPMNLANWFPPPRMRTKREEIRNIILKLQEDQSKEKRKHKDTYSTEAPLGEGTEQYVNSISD
An asterisk follows results filed as active; nt = no result given.

SMILES	PfGluPho inh	SENP7 inh	SENP8 block-1	SENP8 block-2	SENP1 FRET inh	Apaf1 inhib	NALP3 yeast inh	HKDC1 inh	SENP6 block
O=C(NCc1ccncc1)c1c(F)c(F)c(F)c(F)c1F	1.8	-14.4	13.9	-1.8	0.0	-2.3	-12.3	-0.6	4.5
CCN1CCN(c2ccc(S(=O)(=O)N3CCCCC3)cc2NC(=O)c2ccc([N+](=O)[O-])o2)CC1	20.2	2.4	33.8	3.8	-0.1	13.8	31.0	4.9	8.6
CCCN(CCC)CCCNC(=O)CC(C(=O)N1CCc2ccccc21)n1ccnc1 (stereo not given)	4.4	-4.1	6.3	-1.6	-1.3	-4.0	-4.3	4.3	1.2
O=C(CSCc1ccccc1)NCCc1ccc(F)cc1	14.1	8.0	8.5	-15.6	-0.2	4.5	25.0	-2.2	-12.1
COc1ccc(C2CC(C(F)(F)F)n3nc(C(=O)NCc4c(C)nn(C)c4C)c(Cl)c3N2)cc1 (stereo not given)	5.9	-2.4	12.0	0.8	1.7	-22.6	22.1	-7.3	-27.5
Cc1csc(C(C)N(C)C(=O)c2ccc(OC3CCN(Cc4ccccn4)CC3)cc2)n1 (stereo not given)	-5.0	-3.2	-2.9	-0.8	-12.3	5.2	9.0	-2.9	-10.6
Cc1nnsc1C(=O)Nc1ccc(S(=O)(=O)N2CCCC(C)C2)cc1 (stereo not given)	-13.9	5.5	14.9	0.0	0.5	16.6	1.4	-2.4	-0.8
CC1(c2ccccc2)NC(=O)N(CC(=O)Nc2cc(C(F)(F)F)ccc2N2CCCCC2)C1=O (stereo not given)	12.7	nt	17.0	nt	3.0	nt	nt	1.9	nt
Cc1cc(N2CCN(c3ccc(C(F)(F)F)cc3[N+](=O)[O-])CC2)c2ccccc2n1	19.4	-11.3	39.5	-10.0	0.7	27.4	18.3	0.9	3.6
CC1CCN(S(=O)(=O)c2ccc3c(c2)N(CC(=O)NCCCN2CCCC(C)C2)C(=O)CO3)CC1 (stereo not given)	2.9	12.6	14.1	-12.7	-0.1	-0.5	17.0	-0.9	-10.0
CC(=O)Nc1cccc(NC(=O)CCNC(=O)c2ccccc2)c1	5.4	nt	19.4	nt	2.0	nt	nt	-5.3	nt
COc1cccc(CNC(=O)c2ccc(C)c(S(=O)(=O)N3CCCCC3)c2)c1	-6.0	0.0	6.3	-0.2	-0.6	6.4	18.5	2.0	4.0
Cc1ccc(S(=O)(=O)NC(CC(=O)n2nc(C)cc2C)c2ccccc2)cc1 (stereo not given)	-0.6	2.0	3.9	1.1	1.3	24.2	12.4	5.6	10.3
O=C(/C=C/c1ccc([N+](=O)[O-])cc1)c1cccnc1	7.9	7.5	11.3	0.7	1.2	4.9	12.3	-4.6	3.9
CCOc1ccc(CCNc2nc3c(c(=O)n(C)c(=O)n3C)n2CC)cc1OCC	2.5	1.8	12.0	-6.6	-0.9	-6.7	18.1	-12.0	-1.9
CC(=O)OCCSc1c(-c2ccccc2)c2cc(Cl)ccc2[nH]c1=O	16.2	7.0	-40.1	4.0	1.7	22.2	1.4	9.9	22.0
O=C(COC(=O)Cc1ccccc1F)NCCNC(=O)COC(=O)Cc1ccccc1F	0.8	-5.7	8.9	-6.7	2.5	5.4	12.2	0.3	-7.5
CCN(C(=O)c1cc(S(=O)(=O)N2CCCC2)ccc1C)C1CCS(=O)(=O)C1 (stereo not given)	2.3	3.3	8.0	4.2	2.5	-4.9	7.5	-0.3	-1.9
O=C1CC(C(=O)N2CCN(c3ccccc3O)CC2)CN1Cc1ccccc1 (stereo not given)	-4.8	-1.4	22.6	6.1	0.5	-4.4	20.2	3.4	-15.5
Cc1ccc(NC(=S)N(C)C)cc1C	2.6	-0.5	19.2	-0.4	3.5	15.0	6.8	-6.3	11.6

Fetched by structure from the entries so far (2):
SMILES	PfGluPho inh	SENP7 inh	SENP8 block-1	SENP8 block-2	SENP1 FRET inh	Apaf1 inhib	NALP3 yeast inh	HKDC1 inh	SENP6 block
Cc1nnsc1C(=O)Nc1ccc(S(=O)(=O)N2CCCC(C)C2)cc1 (stereo not given)	-13.9	5.5	14.9	0.0	0.5	16.6	1.4	-2.4	-0.8
O=C(COC(=O)Cc1ccccc1F)NCCNC(=O)COC(=O)Cc1ccccc1F	0.8	-5.7	8.9	-6.7	2.5	5.4	12.2	0.3	-7.5

(more compounds)
SMILES	PfGluPho inh	SENP7 inh	SENP8 block-1	SENP8 block-2	SENP1 FRET inh	Apaf1 inhib	NALP3 yeast inh	HKDC1 inh	SENP6 block
O=C(Nc1ccc(F)cc1)c1ccc2c(=O)n3c(nc2c1)CCCCC3	9.1	31.3	12.3	23.7	0.8	10.8	28.9	-4.4	19.9
Cc1cccc(NC(=O)COC(=O)c2ccc(C)c(S(=O)(=O)N3CCCCC3)c2)c1	-4.4	-5.7	9.9	-8.2	0.5	22.7	8.0	2.2	-29.3
O=C(O)c1ccccc1C=NN1CCCCCC1	-20.4	nt	-26.7	nt	-20.6	nt	nt	5.4	nt
CC(CC(=O)Nc1cccnc1)c1ccccc1 (stereo not given)	2.6	5.4	8.4	0.6	1.4	-13.5	21.6	-4.6	-23.4
COc1ccc(Nc2nc(N)c(C(=O)c3ccc(OC)cc3)s2)cc1	-5.3	-0.9	1.7	-10.8	-8.1	27.0	15.7	-0.5	19.5
CCOC(=O)c1ccc(NS(=O)(=O)c2cnc[nH]2)cc1	-12.1	-4.7	29.9	-9.1	1.8	-1.2	6.7	2.8	-4.8
CC1(C)CC(=O)C(CC(=O)N2CCC(Cc3ccccc3)CC2)C(=O)C1	-22.2	5.7	14.2	-2.1	-2.2	5.7	22.2	-3.6	-5.1
COc1cc2c(cc1OC)C(C(=O)NC(C)c1ccccc1)CC(=O)N2 (stereo not given)	1.4	13.0	28.6	-1.9	0.0	-3.7	9.7	-4.3	-6.2
CCc1cc2c(NC(Cc3c[nH]c4ccccc34)C(=O)O)nc(C)nc2s1 (stereo not given)	-2.7	-3.0	-404.1	-7.6	-11.6	5.5	7.9	-1.4	-5.1
Fc1cccc(F)c1-n1c(CN2CCCCC2)csc1=S	-8.7	-17.5	-2.4	-13.8	1.9	6.3	6.5	2.4	-8.9
Cc1ccsc1C(=O)C1CCCN(Cc2cc(F)ccc2-n2cccn2)C1 (stereo not given)	13.6	-0.4	19.0	-3.9	-0.1	-0.1	8.5	-2.8	23.0
Cc1ccc(C(=O)NCCc2nnc3ccc(NCCCN4CCOCC4)nn23)cc1	-0.7	-0.7	-5.0	-5.4	-3.1	4.9	19.0	-2.9	-9.4
COc1cccc(NC(=O)CN(C)C(=O)c2cccc(S(=O)(=O)Nc3ccc(C)cc3)c2)c1	16.5	4.4	10.8	4.4	1.8	4.0	11.4	2.6	7.7
COc1cc(OC)c(C2C(C(=O)Nc3ccc(C)cc3C)=C(C)Nc3ncnn32)cc1OC (stereo not given)	-4.2	-12.9	6.8	-6.9	-1.0	8.2	4.4	-8.6	-4.1
COc1ccc(N2CCN(C(=O)COC(=O)[C@@H](NC(=O)OCc3ccccc3)C(C)C)CC2)cc1	12.1	nt	4.0	nt	-1.1	nt	nt	5.6	nt
Cc1ccccc1NC(=O)CSc1nc2ccccc2o1	-8.6	4.1	7.0	7.9	-0.5	-4.3	-4.9	-6.3	7.5
O=C(NC1CC1)c1ccc(-c2ccccc2)cc1	11.9	5.5	14.9	-2.8	0.9	-3.1	36.1	-5.6	-15.5
COC(=O)c1ccccc1NS(=O)(=O)c1ccc(Cl)nc1	2.1	5.9	-28.1	-0.5	1.4	-0.2	-26.8	-5.4	18.0
N#C/C(=C\c1ccc(-c2ccccc2Cl)o1)C(=O)Nc1nc2ccccc2s1	-2.8	1.9	-39.6	-9.8	-23.7	13.3	18.6	4.9	11.6
O=C(CNC(=O)c1ccc(Br)cc1)NCCc1nc2ccccc2[nH]1	6.5	1.4	22.2	-5.4	2.8	-12.5	-1.7	-6.7	-17.3

Reprinted from the part before: two entries, followed by the next part.
SMILES	PfGluPho inh	SENP7 inh	SENP8 block-1	SENP8 block-2	SENP1 FRET inh	Apaf1 inhib	NALP3 yeast inh	HKDC1 inh	SENP6 block
N#C/C(=C\c1ccc(-c2ccccc2Cl)o1)C(=O)Nc1nc2ccccc2s1	-2.8	1.9	-39.6	-9.8	-23.7	13.3	18.6	4.9	11.6
O=C(CNC(=O)c1ccc(Br)cc1)NCCc1nc2ccccc2[nH]1	6.5	1.4	22.2	-5.4	2.8	-12.5	-1.7	-6.7	-17.3
c1ccc(CCNc2ncnc3ccccc23)cc1	11.3	2.2	-7.9	7.8	4.0	-3.2	20.8	-3.8	10.7
O=C(O)CC1(CC(=O)Nc2ccccc2C(=O)c2ccccc2)CCCC1	-7.6	-7.4	2.3	-6.7	-0.5	-2.1	-0.1	2.4	5.3
O=C(CN1C(=O)S/C(=C\c2ccc(O)cc2)C1=O)c1ccccc1	-5.7	-8.1	-14.3	-2.8	-113.3	9.7	42.3	5.3	-7.3
Cc1ccc(S(=O)(=O)N2CCCCC2)cc1NC(=O)c1ccc2c(c1)OCO2	1.4	1.9	8.2	-4.9	2.0	5.7	5.4	-2.6	13.3
Oc1[nH]c2ccccc2c1/C=N/c1nccs1	6.5	-6.9	3.3	-19.1	-20.1	7.6	39.7	-2.4	-4.4
CC(CC(=O)Nc1ccc(Cl)c(S(=O)(=O)N2CCOCC2)c1)c1ccccc1 (stereo not given)	-4.4	2.6	10.1	-3.8	1.3	10.9	1.1	1.4	9.3
OCC[C@@H]1C[C@@H](O)[C@H](O)[C@@]2(CCCc3ccccc3O2)O1	-2.0	-9.1	7.8	-13.8	1.5	5.4	0.1	-5.2	-5.8
Cn1nnnc1SCc1ccccc1[N+](=O)[O-]	-24.3	0.6	10.0	-3.6	3.9	-3.7	13.7	-5.3	-23.2
O=C(c1cc(-c2ccccc2)n[nH]1)N1CCc2c([nH]c3ccccc23)C1c1ccccn1 (stereo not given)	13.6	-4.1	8.4	-2.3	-18.5	26.1	-3.1	8.7	-11.9
C/C(=N/NC(=O)CNS(=O)(=O)c1ccccc1)c1ccc(Br)cc1	10.1	-4.4	15.5	0.5	0.7	13.0	4.1	-8.7	7.9
Cc1nn2c3c(cnc2c1-c1ccccc1)C(=O)CCC3	-8.4	-3.1	4.8	-1.5	-12.0	2.2	7.6	-1.6	1.4
COC(=O)c1ccc(NC(=O)CNC(=O)C2CCCCC2)c(C)c1	-8.0	9.4	18.3	-3.9	-1.3	-5.2	5.6	-3.5	11.4
COc1cccc(C(C(=O)NCC2CCCO2)N(C(=O)Cn2nnc3ccccc32)c2ccc(NC(C)=O)cc2)c1 (stereo not given)	5.2	7.4	10.4	-5.2	-2.2	5.4	18.4	-1.1	-52.2
COc1cc(NC(=O)CSCC(=O)Nc2cccc(C(F)(F)F)c2)c(Cl)cc1Cl	23.2	6.8	7.7	-3.5	1.1	8.8	10.2	-4.0	-15.7

Screening data (PubChem BioAssay)
